# CAL PDZ inh: human CAL PDZ-peptide interaction inhibition; Q9HD26; purified CAL PDZ, TMR-peptide fluorescence polarization, 1 h; inhibition, % at 20 µM; 330,000 tested, 0.02% active; AID 504414;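 active means highest replicate inhibition of at least 40%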;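 further: plate controls were DMSO neutral control wells for no effect and unlabeled competitor peptide control wells for full effect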
#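 Assay system – tagged CAL PDZ protein CerCALP, purified · Timing – 1 h at RT · Compound – single point, 20 µM · Measured by – fluorescence polarization from S- and P-plane intensities, G-factor corrected · Evaluation – inhibition from polarization loss · Probe or stimulus – TMR reporter peptide T*-PRC34 · Buffer or medium – pH 7.4 phosphate-saline buffer, reducing agent, detergent, IgG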
# Ecoli viability: counter-screen for AddAB inhibitors: E. coli growth inhibition | E. coli V3065 growth, OD600 absorbance, 18 h | inhibition, % at 11.9 µM | 330,000 tested, 0.27% active | AID 449728;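 active means inhibition above the campaign's mean inhibition across all tested compounds plus 3 SD, cut at about 9.9% in these data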;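 further: uninfected addAB+ strain grown without phage in ampicillin broth; 0% = DMSO wells and 100% = ciprofloxacin 0.95 µg/ml wells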
# DAGLB inhibitor: diacylglycerol lipase beta (human) inhibition; HEK293T DAGLB membrane lysate, EnzChek fluorogenic substrate; inhibition, % at 5.17 µM; 340,000 tested, 0.059% active; in the data active means inhibition above about 34%;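 further: 0% = enzyme with vehicle and 100% = wells lacking enzyme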
# Target sequence (Q8NCG7 whole entry, looked up): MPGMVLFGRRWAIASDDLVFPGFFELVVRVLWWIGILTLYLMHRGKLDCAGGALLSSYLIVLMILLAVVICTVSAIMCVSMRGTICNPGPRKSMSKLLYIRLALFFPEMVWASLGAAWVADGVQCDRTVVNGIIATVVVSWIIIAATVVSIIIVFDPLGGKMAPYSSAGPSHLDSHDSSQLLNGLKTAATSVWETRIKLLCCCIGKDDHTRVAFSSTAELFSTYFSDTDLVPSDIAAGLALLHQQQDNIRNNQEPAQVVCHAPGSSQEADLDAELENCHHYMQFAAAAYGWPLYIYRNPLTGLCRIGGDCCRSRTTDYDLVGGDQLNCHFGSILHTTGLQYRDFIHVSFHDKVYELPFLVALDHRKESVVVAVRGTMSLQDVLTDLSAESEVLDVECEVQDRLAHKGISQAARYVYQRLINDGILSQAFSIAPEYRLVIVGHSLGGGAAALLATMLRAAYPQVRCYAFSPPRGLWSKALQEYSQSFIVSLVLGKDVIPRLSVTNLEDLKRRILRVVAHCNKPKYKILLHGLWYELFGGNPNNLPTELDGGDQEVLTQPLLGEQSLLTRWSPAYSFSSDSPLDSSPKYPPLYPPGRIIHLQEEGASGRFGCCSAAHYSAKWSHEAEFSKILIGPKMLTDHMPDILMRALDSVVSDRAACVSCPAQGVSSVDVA
# Tat transport: blocks Tat-dependent protein export in E. coli | E. coli MC4100 TorA-mCherry Tat export, fluorescence | inhibition, % at 10 µM | 340,000 tested, 0.036% active | AID 488895;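 active means mean replicate inhibition at least 50% and at least half of replicates individually reaching 50%; inconclusive means only one of the two criteria met; inactive means neither criterion met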;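 further: exported cargo escapes ClpAP degradation while cytoplasmic cargo is degraded and loses fluorescence; 0% = median of neutral control wells and 100% = median of NaSCN control wells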
# AddAB inh: less growth of phage-infected E. coli with AddAB; AID 435030; 330,000 tested, 0.29% active; inhibition, % at 11.9 µM; E. coli expressing H. pylori AddAB, absorbance growth; in the data active means inhibition above about 12%;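 further: 0% = vehicle wells of infected cells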
# Rtt109 HAT inh: inhibitors of Candida albicans Rtt109/Vps75 histone acetyltransferase. purified Rtt109/Vps75, ThioGlo CoA-SH fluorescence, 4 h. inhibition, % at 34.9 µM. 330,000 tested, 0.16% active. AID 540336;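 active means inhibition of at least 50% in every replicate; inconclusive means best replicate reaches 50% inhibition but some replicates fall short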
# Target sequence (Q5AAJ8 whole entry, looked up): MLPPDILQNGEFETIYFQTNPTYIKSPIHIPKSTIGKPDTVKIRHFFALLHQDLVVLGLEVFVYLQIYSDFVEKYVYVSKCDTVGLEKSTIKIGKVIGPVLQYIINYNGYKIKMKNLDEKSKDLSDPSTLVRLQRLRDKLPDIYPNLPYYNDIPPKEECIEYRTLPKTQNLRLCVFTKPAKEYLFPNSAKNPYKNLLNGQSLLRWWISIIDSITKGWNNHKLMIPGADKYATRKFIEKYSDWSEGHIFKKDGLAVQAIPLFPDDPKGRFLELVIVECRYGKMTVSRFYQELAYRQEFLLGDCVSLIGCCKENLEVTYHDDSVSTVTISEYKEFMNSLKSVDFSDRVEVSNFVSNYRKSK
# Wnt act: activates Wnt/beta-catenin signaling in a reporter cell assay; AID 743398; 300,000 tested, 1.2% active; activation, % at 9.35 µM; activator, plate reader; in the data active means activation above about 30%, passing the limit was not always enough; inconclusive means no clear call, values can overlap the other calls;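 further: 0% = neutral control wells and 100% = positive control wells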
# PfHsp90 yeast 2: growth inhibition of yeast expressing Plasmodium Hsp90; AID 504621; inhibition, % at 9.4 µM; 310,000 tested, 0.32% active; S. cerevisiae expressing PfHsp90, BacTiter-Glo ATP, 48 h; yeast lacking PDR1 and PDR3 efflux regulators;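 active means every replicate shows inhibition above about 80%, whatever the replicate mean, limit read from the data; inconclusive means mean inhibition reaches the set limit but some replicate falls short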;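 further: 0% = DMSO neutral controls and 100% = 20 µM radicicol positive controls; yeast relying on Plasmodium falciparum Hsp90 in place of its own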
# phage Ecoli inh: E. coli growth loss with phage present; growth absorbance; inhibition, % at 11.9 µM; 360,000 tested, 0.26% active; AID 651602; in the data active means inhibition above about 11%
# PvdQ acylase: blocks Pseudomonas aeruginosa PvdQ acylase activity; inhibition, % at 10 µM; purified PvdQ acylase, fluorescence plate reader; AID 488965; 340,000 tested, 0.063% active; in the data active means inhibition above about 30%, passing the limit was not always enough; inconclusive means no clear call, values can overlap the other calls;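 further: 0% = vehicle neutral wells and 100% = reference inhibitor wells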
# * hit, by the source's call; u = inconclusive; x = no result given.
SMILES,CAL PDZ inh,Ecoli viability,DAGLB inhibitor,Tat transport,AddAB inh,Rtt109 HAT inh,Wnt act,PfHsp90 yeast 2,phage Ecoli inh,PvdQ acylase
Cc1cccc(NC(=S)NNC(=O)CC(C)O)c1C (stereo not given),0.0,0.8,3.9,-4.6,-0.9,3.3,-0.1,4.1,5.0,0.6
CCCN(CC(=O)Nc1cc(Cl)ccc1Cl)C(=O)c1ccccn1,-6.2,0.4,2.9,4.1,0.2,-0.2,-2.9,25.1,1.5,-6.7
Cc1ccc(C(=O)OCC(=O)N2CCCc3ccccc32)cc1C,-2.1,x,-9.5,10.1,x,21.0,7.4,x,-1.6,0.0
O=C1N(CN2CCOCC2)c2ccccc2C12OCC(CCl)O2 (stereo not given),0.2,0.1,-5.5,5.8,2.9,0.5,0.3,2.6,1.0,-5.7
CC1=C(C)CC(C(=O)NCCc2ccccc2)C(C(=O)O)C1 (stereo not given),-0.1,-0.4,1.4,3.5,2.4,-0.6,x,-7.6,2.0,0.4
O=C(NC1CCCCC1)C1CCCN(S(=O)(=O)c2cnc[nH]2)C1 (stereo not given),-0.2,-0.1,-2.9,-8.9,5.9,-10.6,-0.3,4.9,2.7,-9.6
O=C(O)CCNS(=O)(=O)c1ccccc1Br,-0.1,-0.7,-1.0,3.3,7.0,-4.1,-0.7,-4.3,2.5,-5.2
CCOC(=O)N1CCC(NC(=S)Nc2ccc3nc(N4CCN(C)CC4)cc(C)c3c2)CC1,0.9,-2.2,0.7,-3.5,0.1,2.0,-1.2,2.3,-0.6,-18.3
COC(=O)c1sccc1NC(=O)c1cnc2cc(C)nn2c1C,-1.6,-0.9,-1.2,-1.1,0.1,-2.1,-0.6,-11.6,2.6,0.4
CN(C)CCCN(C(=O)c1ccc(N2C(=O)CCC2=O)cc1)c1nc2c(F)cccc2s1,0.5,0.2,-7.6,-12.1,3.9,10.2,3.3,-22.0,5.0,-0.4
Cc1ccc(C(=O)Nc2ccc(C(=O)N/N=C/c3ccc(C)o3)cc2)cc1,-2.9,0.4,-1.7,-8.5,1.6,12.3,3.3,-30.5,-2.2,6.1
CCN(CC(=O)NC1CCS(=O)(=O)C1)c1ccc(S(C)(=O)=O)cc1[N+](=O)[O-] (stereo not given),1.3,-0.2,-6.2,-3.2,-1.9,19.2,x,-2.1,1.8,3.3
O=[N+]([O-])c1ccc(CSc2nnc(-c3cnccn3)o2)cc1,0.5,-0.2,1.1,8.9,-0.3,-0.6,-0.3,x,1.9,4.8
Cc1ccc(-c2nc(COC(=O)C3=NN(c4ccccc4)C(=O)CC3)cs2)cc1,-0.3,-2.6,0.7,13.7,-0.6,-1.5,0.8,-4.9,1.1,-3.8
O=C(CSc1nc2nn(-c3ccccc3)c(=O)c-2c2n1CCCCC2)NCCc1ccccc1,-5.5,1.6,1.1,-5.0,4.4,-1.2,-2.2,7.2,4.6,-5.9
CCCCOC(=O)C1=C(C)Nc2ncnn2C1c1ccc(OCC)c(OC)c1 (stereo not given),-0.2,-1.1,0.0,11.4,1.7,1.8,-5.8,4.5,-0.9,-14.2
O=C(COc1coc(CN2CCc3ccccc32)cc1=O)N1CCCCC1,0.4,0.3,0.9,-4.0,0.8,18.1,0.4,-1.6,1.5,4.2
CCc1ccccc1NC(=O)Cn1cccc1C1=NC(c2ccccc2)CO1 (stereo not given),-2.2,-1.2,-5.6,-3.4,3.9,-3.5,x,-12.4,0.6,-8.8
CN1CCN(C(=O)/C(=C\c2cccs2)NC(=O)c2ccccc2)CC1,-1.9,0.8,1.3,-6.8,3.8,-8.3,2.8,-77.0,1.6,-12.9
CCn1c(C(=O)NC2CCC(C)CC2)cc2sccc21 (stereo not given),3.1,-0.6,-1.9,29.5,2.3,-0.8,16.2,-5.1,1.4,-13.3
CN(CC(=O)Nc1ccc(OC(F)(F)F)cc1)C(=O)/C=C/c1cc2c(cc1[N+](=O)[O-])OCO2,-1.3,3.6,-1.9,-29.7,6.2,16.9,-1.7,15.8,4.2,-5.3
O=C1CC(c2cccc(Cl)c2)Cc2nc(N3CCOCC3)ncc21 (stereo not given),-1.4,2.6,-5.3,4.2,4.0,-18.6,-1.2,-14.2,2.5,-9.6
Cc1nc2cccnc2nc1C,-0.7,-0.3,-2.7,-1.8,1.5,3.7,0.2,5.4,-0.1,5.4
O=C(c1ccccc1)N1CCCC(C(=O)N2CCc3ccccc3C2)C1 (stereo not given),-0.3,-1.2,3.4,-0.6,0.5,2.6,-4.0,18.8,3.5,-8.9
CCOC(=O)c1ccccc1NC(=O)c1ccc(NS(C)(=O)=O)cc1,-3.1,1.6,-0.3,1.6,1.1,x,x,-45.2,2.5,-14.6

# Compound profiles (already shown):
# Listed for O=C1CC(c2cccc(Cl)c2)Cc2nc(N3CCOCC3)ncc21 (stereo not given) → CAL PDZ inh = -1.4; Ecoli viability = 2.6; DAGLB inhibitor = -5.3; Tat transport = 4.2; AddAB inh = 4.0; Rtt109 HAT inh = -18.6; Wnt act = -1.2; PfHsp90 yeast 2 = -14.2; phage Ecoli inh = 2.5; PvdQ acylase = -9.6
# Listed for CCn1c(C(=O)NC2CCC(C)CC2)cc2sccc21 (stereo not given) → CAL PDZ inh = 3.1; Ecoli viability = -0.6; DAGLB inhibitor = -1.9; Tat transport = 29.5; AddAB inh = 2.3; Rtt109 HAT inh = -0.8; Wnt act = 16.2; PfHsp90 yeast 2 = -5.1; phage Ecoli inh = 1.4; PvdQ acylase = -13.3

# Next section
SMILES,CAL PDZ inh,Ecoli viability,DAGLB inhibitor,Tat transport,AddAB inh,Rtt109 HAT inh,Wnt act,PfHsp90 yeast 2,phage Ecoli inh,PvdQ acylase
CCOC(=O)c1ccc(-c2ccc(/C=N/NC(=O)CN(c3cccc(C)c3)S(C)(=O)=O)o2)cc1,-0.3,-3.1,0.1,4.7,-2.0,7.0,x,-17.8,4.8,-16.6
COc1ccccc1C1CCN(Cc2cccc([N+](=O)[O-])c2)CC1,-0.9,1.3,-16.4,-14.4,5.8,-5.5,4.4,34.2,4.2,-13.7
O=C(COC(=O)c1cccnc1Cl)NC1CCCc2ccccc21 (stereo not given),0.4,-0.9,-1.7,7.9,3.2,-0.2,-1.6,x,-0.6,-19.2
CNC(=O)NC(=O)C(OC(=O)Cc1cccc(C(F)(F)F)c1)c1ccccc1 (stereo not given),-0.6,-1.1,-0.7,5.8,-1.2,10.9,1.1,4.1,1.4,10.9
COc1ccc2nc(C)cc(SCC(=O)N/N=C/c3c(OC)ccc4ccccc34)c2c1,-0.6,0.8,-1.5,-1.3,2.1,2.3,-1.4,-20.0,2.5,-10.0
Cc1cccc(OCC(=O)NCC(=O)n2nc(C)cc2C)c1,-2.1,-0.2,-6.8,-1.5,0.3,1.7,x,14.7,-0.5,-12.5
COC(=O)C1CCCCN1C(=O)CCc1nnc(CCc2c[nH]c3ccccc23)o1 (stereo not given),-0.2,-0.1,1.1,-2.1,0.7,3.5,-3.1,11.6,3.0,-4.3
COc1ccc2c(c1)OC[C@H]1[C@H]2N2C(=O)CN(Cc3ccc(C)cc3)C(=O)[C@@]2(C)[C@H]1c1ccccc1,-0.4,-1.0,-5.0,-5.0,3.5,-1.1,-4.6,12.5,2.2,-12.0
CC1Sc2ccc(C(=O)Nc3ccc(S(=O)(=O)N(C)C)cc3)cc2NC1=O (stereo not given),-5.2,7.7,-1.9,11.2,8.6,12.2,-7.9,x,4.5,-13.8
CC(C)(C)C(=O)OCc1cn(-c2ccc(Cl)cc2)nn1,-1.1,0.6,-5.3,-13.3,2.8,-8.8,x,17.6,2.5,-16.1
C=CCN(CC=C)S(=O)(=O)c1ccc(NC(=S)NC(=O)/C=C/c2ccc(C)cc2)cc1,1.5,-1.2,-1.6,-5.9,1.8,-2.9,x,-3.4,2.8,4.3
COc1cc(C=O)ccc1OCCCCOc1ccccc1[N+](=O)[O-],-3.6,0.8,-7.7,1.4,2.1,5.6,-0.1,-78.0,3.0,-6.4
CCc1ccc(NC(=O)C2CCN(S(=O)(=O)c3c(C)noc3/C=C/N(C)C)CC2)cc1,0.1,0.7,6.2,6.2,2.6,0.1,-3.1,20.6,5.8,5.2
COc1ccc(Cn2cnc3sccc3c2=O)cc1,-0.6,1.3,0.6,-14.0,0.8,0.0,x,0.8,3.7,1.8
Cc1nn(CC(=O)NCc2cccs2)c(=O)c2nn(-c3ccccc3)c(C)c12,-0.7,-1.0,3.1,-4.5,1.9,2.1,0.8,5.9,0.2,-5.4
NC(=NCCc1c[nH]c2ccccc12)NS(=O)(=O)c1ccc(F)cc1,-1.9,0.9,-2.8,-15.7,3.2,10.8,-1.4,-12.2,-2.4,-1.0
COc1ccc(-c2cc(=O)oc3cc(OCC(=O)NCC(O)c4ccccc4)ccc23)cc1 (stereo not given),0.5,-0.7,-1.5,1.9,2.2,-0.6,-1.2,-6.7,3.2,-6.3
CCOC(=O)N1CCN(C(=O)CCSCCc2ccncc2)CC1,-0.2,2.1,3.4,-2.6,4.0,-1.1,x,-9.2,2.6,2.7
Cc1ccc(S(=O)(=O)N2CCOCC2)cc1NC(=O)COC(=O)CCC(=O)c1cccs1,-0.4,-1.4,1.3,-6.0,-0.5,-11.0,-1.0,-6.3,1.1,6.1
COc1ccc(N(CC(=O)Nc2c(C)n(C)n(-c3ccccc3)c2=O)S(=O)(=O)c2ccc(F)cc2)cc1,-1.5,1.4,1.2,14.0,1.7,19.3,5.9,10.8,-0.3,11.3
COc1ccc(C(=O)Nc2cccc(N(C)S(C)(=O)=O)c2)cc1OC,0.9,2.2,1.2,-15.1,0.8,-2.8,x,3.5,1.2,8.6
O=C(c1ccc([N+](=O)[O-])o1)N1CCc2ccccc2C1,0.6,4.5,-1.8,-6.5,4.9,5.5,4.2,u,6.5,4.1
Cc1ccc(C(=O)NCc2ccc3c(c2)CCO3)cc1C,0.2,-0.5,-4.6,-9.8,0.6,-1.3,0.1,-6.8,3.2,-6.8
O=C(Nc1ccnn1C1CCN(C/C=C/c2ccccc2)CC1)c1ccccc1Cl,-0.5,0.7,2.9,-1.5,1.2,2.2,-0.6,9.3,3.4,-7.1
CC(=O)c1ccc(N2CCC(c3cc(-c4ccc(Cl)cc4)n[nH]3)CC2)c([N+](=O)[O-])c1,0.9,-0.2,9.4,-7.2,2.0,4.8,x,-62.2,x,-5.1

# Part of the list above with just CAL PDZ inh:
SMILES	CAL PDZ inh
COC(=O)C1CCCCN1C(=O)CCc1nnc(CCc2c[nH]c3ccccc23)o1 (stereo not given)	-0.2
COc1ccc2c(c1)OC[C@H]1[C@H]2N2C(=O)CN(Cc3ccc(C)cc3)C(=O)[C@@]2(C)[C@H]1c1ccccc1	-0.4
